mIAP block: blocks mouse intestinal alkaline phosphatase; purified mouse IAP, CDP-Star luminescence, 30 min; inhibition, % at 10 µM; hit rate 0.2% among 330,000;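 active = inhibition of at least 40% at 10 µM in the primary screen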;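 note: plate controls were DMSO with enzyme for no effect and no enzyme wells for full effect; values of inactives mirror those of a sister screen read the other way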
tim10-1 inh: inhibits growth of tim10-1 mutant yeast. S. cerevisiae tim10-1 ts strain growth, BacTiter-Glo, 24 h. inhibition, % at 20 µM. hit rate 2.2% among 330,000. AID 463190;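 active = inhibition of at least 40%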;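 note: mutant grown at 25 °C; 0% = DMSO wells with yeast and 100% = wells holding no yeast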
A3G deaminase: blocks human APOBEC3G single-stranded DNA deamination. recombinant A3G, ssDNA deamination FAM/TAMRA fluorescence. inhibition, % at 20 µM. hit rate 0.28% among 330,000;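 active = inhibition of at least 40% at 20 µM, with no more than 30% in the related APOBEC3A deaminase screen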;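 note: plate controls were DMSO wells with A3G for no effect and wells lacking A3G enzyme for full effect; some compounds called inactive have numbers as strong as hits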
Target sequence (Q9HC16 whole entry, looked up): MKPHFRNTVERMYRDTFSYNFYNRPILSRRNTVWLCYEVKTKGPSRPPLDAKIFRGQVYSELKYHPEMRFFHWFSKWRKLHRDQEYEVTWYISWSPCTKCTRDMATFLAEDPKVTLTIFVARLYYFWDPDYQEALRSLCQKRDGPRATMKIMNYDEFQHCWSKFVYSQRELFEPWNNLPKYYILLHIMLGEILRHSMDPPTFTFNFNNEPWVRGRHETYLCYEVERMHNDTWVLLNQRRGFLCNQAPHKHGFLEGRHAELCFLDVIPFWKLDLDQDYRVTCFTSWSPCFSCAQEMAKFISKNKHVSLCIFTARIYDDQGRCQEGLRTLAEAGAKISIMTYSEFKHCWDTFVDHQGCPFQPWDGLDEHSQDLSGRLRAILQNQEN
mIAP act: mouse IAP activation; activation factor at 10 µM; muIAP, CDP-Star luminescence, 30 min; stronger effect = higher value; 1 = vehicle-only enzyme signal, 0 = enzyme-free wells; hit rate 0.24% among 330,000;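 active = activation factor of at least 2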; note: the source names both 10 and 20 µM as test concentration; values of inactives mirror those of a sister screen read the other way
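Assay system: mouse IAP enzyme / Compound: DMSO-dissolved test compounds / Timing: 30 min, room temperature / Measured by: luminescence from enzymatic CDP-Star hydrolysis / Control set: DMSO-only wells, enzyme-free buffer wells as negative control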
TIM10 inh: growth inhibitors of TIM10 yeast strain. AID 463195. hit rate 1.4% among 330,000. inhibition, % at 10 µM. S. cerevisiae TIM10 strain growth, BacTiter-Glo luminescence, 24 h;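 active = inhibition of 40% or more at the single tested concentration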;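 note: wild-type TIM10 isogenic control strain grown at permissive 25 °C; 0% = DMSO yeast wells and 100% = minimal medium wells without yeast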
NALP3 yeast inh: blocks the NALP3 inflammasome reconstituted in yeast. Yeast reconstituted NLRP3/ASC/caspase-1, beta-gal luminescence, 24 h. inhibition, % at 10 µM. hit rate 0.39% among 330,000. AID 2825;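 active = inhibition of 50% or more; inactive = inhibition below 50%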;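 note: plate controls were induced DMSO wells for no effect and uninduced yeast grown without galactose for full effect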
A3A deaminase: human APOBEC3A DNA deaminase inhibition; recombinant A3A, FAM/TAMRA ssDNA deamination fluorescence; inhibition, % at 20 µM; hit rate 0.41% among 330,000; AID 493011;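 active = at least 40% inhibition at 20 µM here, with at most 30% in a related deaminase screen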;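 note: plate controls were A3A with DMSO for no effect and wells lacking A3A enzyme for full effect; some results filed as inactive read as strong as hits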
Target sequence (P31941 whole entry, looked up): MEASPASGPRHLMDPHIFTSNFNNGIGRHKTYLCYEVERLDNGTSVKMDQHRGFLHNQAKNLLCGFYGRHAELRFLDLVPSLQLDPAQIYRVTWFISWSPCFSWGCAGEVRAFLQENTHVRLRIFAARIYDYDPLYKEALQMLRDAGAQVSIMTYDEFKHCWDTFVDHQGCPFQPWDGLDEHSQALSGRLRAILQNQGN
hIAP block: human IAP inhibition; inhibition, % at 10 µM; purified IAP, CDP-Star luminescence, 30 min; P09923; hit rate 0.12% among 330,000; AID 2544;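 active = inhibition reaching a set limit with compound at 10 µM in the primary screen, cut at about 35% in these data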;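 note: plate controls were DMSO wells with enzyme for no effect and no-enzyme buffer wells for full effect; values of inactives mirror those of a sister screen read the other way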
Target sequence (P09923 whole entry, looked up): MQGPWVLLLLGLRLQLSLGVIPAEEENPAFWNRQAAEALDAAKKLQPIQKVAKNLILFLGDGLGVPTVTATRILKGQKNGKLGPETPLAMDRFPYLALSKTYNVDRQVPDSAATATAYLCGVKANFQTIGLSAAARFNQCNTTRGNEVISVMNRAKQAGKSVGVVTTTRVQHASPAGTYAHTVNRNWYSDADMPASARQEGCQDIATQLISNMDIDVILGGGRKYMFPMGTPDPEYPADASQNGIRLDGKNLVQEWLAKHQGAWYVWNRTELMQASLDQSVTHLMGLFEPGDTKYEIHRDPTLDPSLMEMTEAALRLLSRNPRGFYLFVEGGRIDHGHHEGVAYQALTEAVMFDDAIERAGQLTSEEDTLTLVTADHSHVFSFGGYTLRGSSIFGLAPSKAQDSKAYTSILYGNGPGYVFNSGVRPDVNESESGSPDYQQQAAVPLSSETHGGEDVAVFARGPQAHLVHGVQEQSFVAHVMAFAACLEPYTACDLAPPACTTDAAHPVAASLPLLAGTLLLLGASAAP
MIN6 prolif: MIN6 beta-cell proliferation induction; MIN6 cells proliferation, ATPlite luminescence, 48 h; cells starved in 0.2% serum; 100% = growth in 10% serum; proliferation, % at 10 µM; hit rate 0.29% among 330,000; AID 2380;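 active = compounds whose signal lies at least 3.5 SD above the mean of all wells on their plate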;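 note: 0% = DMSO-treated cells in low-serum medium and 100% = 10% serum control; some compounds called inactive have numbers as strong as hits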
* = called active by the depositor.

SMILES	mIAP block	tim10-1 inh	A3G deaminase	mIAP act	TIM10 inh	NALP3 yeast inh	A3A deaminase	hIAP block	MIN6 prolif
O=C(Cn1nnc(-c2ccccc2NC(=O)c2ccco2)n1)Nc1ccccc1	-3	-1	-5	1	16	8	-4	1	0
CC(C)c1ccc(NC(=O)NC2(C(=O)NCc3cccnc3)CCCCC2)cc1	-53	9	-10	1.5	-16	7	-2	-72	-1
Cc1cccc(-n2cc(CN3CCN(c4ccccn4)CC3)c(-c3cccc(F)c3)n2)c1	18	26	-6	0.81	21	10	-1	11	-2
O=C(O)C1C2CCC(O2)C1C(=O)Nc1cnn(Cc2ccccc2)c1 (stereo not given)	-1	5	-2	1	4	5	1	6	-3
O=C1N/C(=C/c2cccn2-c2ccccc2)C(=O)N1Cc1ccc(F)cc1	2	8	-3	0.98	8	2	-2	8	-3
CN1C(=O)/C(=C\c2cc(Br)cs2)c2ccccc21	1	31	-5	0.99	30	22	2	12	-2
CC1(C)OC(c2ccccc2)=C/C(=C\C=N\NC(=O)c2ccncc2)O1	18	11	-8	0.82	-9	15	-4	1	-1
CC1CC1c1ccc(/C=C(\C#N)C(=O)Nc2cc(Cl)ccc2Cl)o1 (stereo not given)	7	10	-12	0.93	10	13	-2	18	-4
Cc1cccc(OCC(=O)NCC(=O)N/N=C/c2ccc(O)cc2O)c1	19	-1	-3	0.81	7	1	2	-60	-1
N#Cc1c(N)n(CCOC(=O)c2cccc(Br)c2)c2nc3ccccc3nc12	4	4	-2	0.96	0	19	0	20	-2
COc1ccc(C(=O)Nc2cc(=O)n(C)c(=O)n2C)cc1OC	-11	-25	-5	1.1	-1	12	1	-3	-2
CCCN(CCC)CCCNC(=O)c1cn(CC)c2ccc(S(=O)(=O)N3CCOCC3)cc2c1=O	2	-4	-7	0.98	-8	9	-6	13	-4
O=C(NC(=S)Nc1cccc(C(F)(F)F)c1)c1ccc2nonc2c1	38	51*	-2	0.62	27	17	-4	6	-6
CN1CCN(c2ccc(NC(=O)N3CCc4ccccc43)cc2)CC1	10	-9	-8	0.9	-1	-4	-5	6	-4
CCC(C)(C)NC(=O)C1c2ccccc2Oc2ccccc21	-11	32	-1	1.1	-7	-1	0	0	0
O=C(NCc1ccncc1)c1ccc(Br)cc1	-1	5	-4	1	11	9	-2	6	-2
O=c1n(Cc2ccc(Cl)cc2)c2sc3c(c2c2ncnn12)CCCC3	7	44*	-6	0.93	-2	10	-3	22	-4
CCCCOc1ccc(Br)cc1/C(C)=N/NC1=NCCN1	4	9	-6	0.96	15	18	-2	-6	-6
O=S(=O)(c1ccc2nc(Cc3cccc(C(F)(F)F)c3)[nH]c2c1)N1CCOCC1	-2	4	-4	1	5	10	-2	12	-3
Cc1sc(-n2c(C)cc(C=O)c2C)c(C(=O)O)c1C	8	16	-1	0.92	-6	-4	10	14	-1
COc1ccc(NC(=O)COC(=O)c2c3c(nc4ccccc24)CCCC3)cc1	-4	21	-3	1	20	22	-4	18	-4
O=C(Nc1cc(S(=O)(=O)N2CCOCC2)ccc1N1CCOCC1)c1cnccn1	-2	4	-4	1	-7	7	-1	-5	0
O=C(O)c1ccc(N/N=C/c2cn(Cc3ccc(F)cc3)c3ccccc23)cc1	12	2	-4	0.88	12	12	0	13	-4
C/C(=C\C(=O)O)C(=O)Nc1nccs1	-9	13	-2	1.1	8	7	0	-16	-4

A different layout for 5 compounds above.
Values in the order: mIAP block | tim10-1 inh | A3G deaminase | mIAP act | TIM10 inh | NALP3 yeast inh | A3A deaminase | hIAP block | MIN6 prolif
> CCC(C)(C)NC(=O)C1c2ccccc2Oc2ccccc21
→ -11 | 32 | -1 | 1.1 | -7 | -1 | 0 | 0 | 0
> O=c1n(Cc2ccc(Cl)cc2)c2sc3c(c2c2ncnn12)CCCC3
→ 7 | 44* | -6 | 0.93 | -2 | 10 | -3 | 22 | -4
> C/C(=C\C(=O)O)C(=O)Nc1nccs1
→ -9 | 13 | -2 | 1.1 | 8 | 7 | 0 | -16 | -4
> O=C(Nc1cc(S(=O)(=O)N2CCOCC2)ccc1N1CCOCC1)c1cnccn1
→ -2 | 4 | -4 | 1 | -7 | 7 | -1 | -5 | 0
> CN1CCN(c2ccc(NC(=O)N3CCc4ccccc43)cc2)CC1
→ 10 | -9 | -8 | 0.9 | -1 | -4 | -5 | 6 | -4

Next part
SMILES	mIAP block	tim10-1 inh	A3G deaminase	mIAP act	TIM10 inh	NALP3 yeast inh	A3A deaminase	hIAP block	MIN6 prolif
COCCCNC(=O)CCc1c(C)nc2c(c(C)nn2-c2ccccc2)c1C	-12	14	-5	1.1	-15	10	-2	-14	-2
CC1(C)COC(c2ccc(F)c([N+](=O)[O-])c2)=N1	1	11	-1	0.99	11	-15	1	-18	-5
CCOc1cc(/C=C2/C(=O)ON=C2C)ccc1O	10	11	-3	0.9	-20	-7	-2	21	0
NC(Cc1cccc2nsnc12)C(=O)O (stereo not given)	-5	2	0	1.1	-4	2	-2	-20	-2
Cc1ccc([C@@H]2[C@@H]3C(=O)N(C)C(=O)[C@@H]3[C@]3(C)C(=O)N(Cc4ccccn4)CC(=O)N23)o1	-4	-9	-11	1	10	5	-4	3	-1
O=C(Nc1cccc(C(F)(F)F)c1)c1ccco1	1	5	-8	0.99	16	12	-4	-36	-2
CN(C)c1ccc(CN(C(=O)c2cccs2)C2CCS(=O)(=O)C2)cc1 (stereo not given)	-5	13	1	1.1	-9	-7	-5	-20	0
Cc1cc(C)n(-c2ncnc3sc4c(c23)CC(C)CC4)n1 (stereo not given)	-2	13	1	1	21	4	2	-7	-3
CC(=O)N1CCOc2ccc(S(=O)(=O)NCc3ccc(Cl)cc3)cc21	2	7	-4	0.98	9	9	-3	-10	3
Cc1ccc(S(=O)(=O)CCC(=O)Nc2cccc(Cl)c2)cc1	3	5	-6	0.97	22	12	-3	13	-3
CCC(C)NC(=O)C1CCN(S(=O)(=O)c2cccc3nonc23)CC1 (stereo not given)	2	-5	-8	0.98	1	3	0	-15	0
CC(=O)Nc1c(O)nc(SCc2ccccc2C#N)[nH]c1=O	9	13	-4	0.91	-4	14	-1	18	0
CCCn1c(C)cc(C(=O)COc2ccc(-c3nnco3)cc2)c1C	-16	-9	-4	1.2	2	20	-4	-17	-6
O=C(C1CCCN(S(=O)(=O)Cc2ccccc2)C1)N1CCCCC1 (stereo not given)	-10	6	-4	1.1	-19	3	0	-3	-2
Cc1nnc2c3ccccc3c(-c3ccc(O)cc3)nn12	-3	6	-3	1	-9	-5	3	1	-1
O=C(NC1CCN(C(=S)Nc2ccc(Cl)cc2)CC1)c1ccco1	-1	1	-4	1	-19	16	-5	8	-4
CC(=O)Nc1ccc(S(=O)(=O)N/N=C/c2ccc(C)s2)cc1	-1	13	-1	1	0	27	2	2	0
O=C(COC(=O)/C=C/c1ccco1)NCCc1ccccc1	3	24	2	0.97	-1	5	16	-7	1
O=C(CSc1ccc2ccccc2c1)N1CCN(c2ccc(O)cc2)CC1	1	-38	-2	0.99	9	26	0	-6	-4
CC1CC(=O)N(CC(=O)Nc2ccccc2F)c2ccccc2S1(=O)=O (stereo not given)	3	19	-1	0.97	18	2	0	-16	-1
O=C(Cn1cnc2ccccc2c1=O)OCCCCN1C(=O)c2ccccc2C1=O	-4	13	2	1	-1	9	11	-9	-1
CC(=O)Nc1nonc1-c1nc2ccccc2n1CCC(C)C	9	14	-4	0.91	3	-46	5	-33	3
O=C(c1ccc(Oc2ccccc2)cc1)c1nc2c(n1O)CCCC2	-6	41*	-6	1.1	30	-62	-11	-18	-6
CCOc1ncccc1C(=O)OCC(=O)NCc1ccccc1	-13	-4	-9	1.1	-10	-8	-2	-8	0
O=C(NCc1n[nH]c(=S)n1-c1ccccc1)c1ccc(S(=O)(=O)N2CCOCC2)cc1	8	19	30	0.92	-5	25	-3	3	0
CC(C)Nc1nc(Cl)nc(NN(C)c2nc(N(C)C)nc(N(C)C)n2)n1	-6	39	-7	1.1	-1	-7	-5	1	0
CN1C[C@H](C(=O)NC2(C)OC3(O)[C@@H]4CCCN4C(=O)[C@H](Cc4ccccc4)N3C2=O)CC2c3cccc4[nH]cc(c34)C[C@H]21 (stereo not given in full)	-1	6	-2	1	9	10	-1	2	-6
CCn1c(COc2ccccc2)nnc1SCC(=O)Nc1cc(C)ccc1OC	6	31	-9	0.94	16	26	-6	-8	-2
Cc1ccc(S(=O)(=O)CC(=O)Nc2nnc(C(C)(C)C)s2)cc1	8	24	-7	0.92	6	11	-1	2	5
COc1cc(OC)cc(C(=O)N[C@H](C(=O)OCC(=O)Nc2ccc(C(C)C)cc2)C(C)C)c1	5	23	-6	0.95	30	-2	-3	-21	-2
Cn1c2ccccc2c2ncn(CCN3CCOCC3)c(=O)c21	10	8	2	0.9	0	11	1	13	-3
COC(=O)c1cccc(NC(=O)Cc2nc(-c3ccccc3)sc2-c2ccc(C)cc2)c1	-5	12	-2	1.1	-4	13	0	9	0
COC(=O)c1cnn(-c2ccccc2)c1/C=N/NC(=S)Nc1ccccc1	9	-11	1	0.91	10	35	2	-13	-3
Cc1cc(C(=O)N2CCN(C/C=C/c3ccccc3)CC2)no1	0	17	-2	1	0	0	-2	5	-2
Cc1ccsc1/C=N/NC(=O)C(=O)NCC(C)C	4	0	7	0.96	-4	22	4	0	0
Cc1cc2cc(CNC(=O)c3ccc(S(=O)(=O)N(C)C)cc3)ccc2n1C	14	-1	-12	0.85	10	4	-3	24	0
CCC1(c2ccccc2)NC(=O)N(CC(=O)NC2(C#N)CCCCC2)C1=O (stereo not given)	3	6	-6	0.97	2	5	-1	-15	1
Cc1cc(Cl)ccc1OCCCC(=O)N1CCCc2ccccc21	7	9	-1	0.93	-27	9	0	31	-4
COc1ccc(NC(=O)C(=O)N/N=C\c2ccc(CNC(=O)C(=O)Nc3ccc(C)c(C)c3)o2)c(OC)c1	7	-3	1	0.93	-15	6	5	-11	-4
Cc1ccc(OCC(=O)OCCN2C(=O)c3ccccc3C2=O)cc1C	6	9	3	0.94	-8	-5	2	-5	-3
CCNc1nc(NCC)n2c(SCC(=O)Nc3ccc(OC(F)F)cc3)nnc2n1	14	2	5	0.86	0	-5	8	4	-1
CC(C)(C)CNC(=O)c1ccc2c(c1)S(=O)(=O)c1cc(Cl)ccc1C2=O	11	-20	-7	0.89	-17	8	0	3	-7
O=C(CCCn1c(=O)[nH]c2ccsc2c1=O)N1CCN(c2ccccn2)CC1	0	15	0	1	7	5	8	1	-5
CCOc1ccccc1NC(=O)CCn1c(=O)oc2ccccc21	-20	13	2	1.2	-2	11	1	-4	4
CC(C)CCNC(=O)CCc1nnc2ccc(N3CCC(C)CC3)nn12	10	5	-9	0.9	8	14	-3	4	-1
CC(C)OC(=O)c1ccc(COc2ccc3ccc(=O)oc3c2)o1	8	-24	-6	0.92	25	-19	2	5	2
COc1cc(C(=O)Nc2ccc(C)cc2)c2ccccc2n1	6	-3	-6	0.94	-1	6	-1	4	-3
CCOC(=O)N1CCN(C(=O)c2cnn3c(C(F)F)cc(-c4ccc(C)cc4)nc23)CC1	4	26	-8	0.96	17	19	-6	-19	-3
CNC(=O)c1sc(NCc2ccccc2OC)nc1C	0	8	5	1	-18	17	2	-3	2
CCCCNC(=O)C1c2ccccc2Oc2ccccc21	-1	-8	-4	1	-17	9	2	2	0
COc1cc(=O)n2c(-c3ccccc3)csc2n1	-1	15	-3	1	1	16	-3	-10	0
CCOC(=O)N1CCC(=NNC(=O)COc2ccc(OC)cc2)CC1	-7	-9	-7	1.1	-7	1	2	-13	2
CCN(CC)c1ccc(S(=O)(=O)N(CC)CC)cc1NC(=O)c1cccnc1	1	20	-16	0.99	28	0	0	-1	1

Source: PubChem BioAssay
